Screening data: PubChem, several laboratories
ROMK primary – modulators of human ROMK potassium channel | P48048 | Tet-inducible ROMK, thallium flux fluorescence; actives lie on both sides | B-score at 10 µM | 130,000 tested, 2% active | AID 1918;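 active means signal ratio slope over the read window, or its plate-corrected B-score, at least 3 SD from the plate mean, either direction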;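 further: B-score of the F/F0 ratio slope over 7 to 12 s after thallium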
Redox H2O2 prof – compounds producing H2O2 with reducing agent – biochemical, NIH compound library profiling, artefact control for MLSCN library redox annotation, primary screen. DTT-dependent redox cycling H2O2, phenol red/HRP absorbance; 100% = 100 µM peroxide control, 0% = buffer. activation, % at 10 µM. 200,000 tested, 0.03% active. AID 878;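 active means activation of at least 50% relative to the plate's high and low controls in the primary single-dose screen; inactive means activation below 50%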;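 further: compound incubated with DTT at 0.8 mM final as the reducing agent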
TLR4 MyD88 comp – TLR4-MyD88 interaction inhibition in cells | O00206+Q99836 | 200,000 tested, 0.18% active | HeLa CL3-4 TLR4/MyD88 BLA complementation, FRET ratio | inhibition, % at 8.4 µM | AID 861; in the data active means inhibition above about 25%;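 further: 0% = vehicle and 100% = reference inhibitor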
Target sequence (O00206 whole entry, looked up): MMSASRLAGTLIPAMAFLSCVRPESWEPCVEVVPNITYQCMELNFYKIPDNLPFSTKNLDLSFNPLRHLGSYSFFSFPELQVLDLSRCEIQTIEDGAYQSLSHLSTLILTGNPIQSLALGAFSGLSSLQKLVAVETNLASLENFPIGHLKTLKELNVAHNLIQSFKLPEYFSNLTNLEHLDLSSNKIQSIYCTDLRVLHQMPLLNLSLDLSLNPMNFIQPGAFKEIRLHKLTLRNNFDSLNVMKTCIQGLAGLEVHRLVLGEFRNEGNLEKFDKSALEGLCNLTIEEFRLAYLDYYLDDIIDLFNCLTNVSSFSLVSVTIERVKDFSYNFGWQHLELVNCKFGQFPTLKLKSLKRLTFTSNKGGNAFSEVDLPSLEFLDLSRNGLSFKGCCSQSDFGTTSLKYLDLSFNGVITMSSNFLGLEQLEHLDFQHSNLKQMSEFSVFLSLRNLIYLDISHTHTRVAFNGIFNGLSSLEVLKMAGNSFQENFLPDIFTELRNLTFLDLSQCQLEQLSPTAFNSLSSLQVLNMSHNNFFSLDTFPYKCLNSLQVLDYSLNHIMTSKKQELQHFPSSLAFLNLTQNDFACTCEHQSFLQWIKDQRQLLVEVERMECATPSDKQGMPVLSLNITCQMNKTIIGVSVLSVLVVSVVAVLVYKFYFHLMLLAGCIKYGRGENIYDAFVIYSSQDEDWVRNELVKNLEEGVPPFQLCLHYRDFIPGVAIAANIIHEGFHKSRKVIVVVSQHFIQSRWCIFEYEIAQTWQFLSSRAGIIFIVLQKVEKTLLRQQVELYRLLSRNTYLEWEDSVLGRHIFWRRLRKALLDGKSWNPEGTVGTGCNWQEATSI
Target sequence (Q99836 whole entry, looked up): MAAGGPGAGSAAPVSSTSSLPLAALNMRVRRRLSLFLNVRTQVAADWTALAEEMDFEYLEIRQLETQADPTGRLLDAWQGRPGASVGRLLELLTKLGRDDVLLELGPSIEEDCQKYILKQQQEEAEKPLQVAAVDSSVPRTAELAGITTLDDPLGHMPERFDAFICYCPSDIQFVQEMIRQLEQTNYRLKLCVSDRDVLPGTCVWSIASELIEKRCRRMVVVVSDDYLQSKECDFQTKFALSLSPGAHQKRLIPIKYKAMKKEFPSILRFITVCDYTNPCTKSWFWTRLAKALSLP
bIAP inhibitor – blocks bovine intestinal alkaline phosphatase activity. inhibition, % at 20 µM. 190,000 tested, under 10 active. AID 1019. purified bovine IAP, CDP-star luminescence, 30 min;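 active means over 50% inhibition of intestinal alkaline phosphatase at 20 µM in the single-dose screen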
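System: Purified bovine intestinal alkaline phosphatase (IAP) enzyme | Input: IAP diluted 1/65,000,000 in the well | Also added: CDP-star chemiluminescent phosphatase substrate, 30 µM final | Dosing: 20 µM single dose | Times: Enzyme reaction for 30 min at room temperature | Detection: Luminescence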
PPARg SRC2 recr – PPARgamma-driven SRC-2 recruitment agonism; PPARgamma LBD-SRC-2 recruitment, biochemical; activation, % at 8 µM; 200,000 tested, 0.34% active; AID 1032; in the data active means activation above about 22%;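 further: 0% = vehicle and 100% = reference agonist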
PPARg SRC-3 ag – promotes SRC-3 coactivator recruitment by human PPARgamma. 200,000 tested, 0.26% active. biochemical PPARgamma/SRC-3 coactivator recruitment assay. activation, % at 8 µM. AID 731; in the data active means activation above about 23%;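 further: 0% = DMSO and 100% = reference agonist; some compounds past the cut are filed as inactive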
PPARg SRC1 recr – PPARgamma-driven SRC-1 recruitment agonism; activation, % at 8 µM; P37231; 200,000 tested, 0.41% active; PPARgamma-SRC-1 coactivator recruitment biochemical assay; in the data active means activation above about 19%;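 further: 0% = DMSO and 100% = reference agonist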
S1P3 antag – antagonists of human S1P3 receptor | inhibition, % at 4.98 µM | Q99500 | AID 485 | CHO S1P3 NFAT-BLA reporter, FRET fluorescence, antagonist mode | 170,000 tested, 0.27% active;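 active means inhibition above the plate cutoff, the mean inhibition of test wells on that plate plus 3 SD, cut at about 28% in these data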;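 further: cells challenged with S1P at its EC80 of 0.8 µM; blue over green emission ratio from cleaved BLA substrate after 4 h stimulation; 0% = S1P-stimulated wells and 100% = unstimulated DMSO-only wells; some compounds past the cut are filed as inactive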
bIAP act – intestinal alkaline phosphatase (bovine) activation; purified bovine IAP, CDP-star luminescence, 30 min; active compounds read high; fold of DMSO-control signal, blank-subtracted; activation factor at 20 µM; 200,000 tested, 0.17% active; AID 1016;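 active means activation factor of 2 or more at 20 µM, a signal rise over negative controls twice the positive control's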
TR-FRET SRC-2 ct – TR-FRET artefact, counter-screen to PPARgamma/SRC-2 agonist assay. active compounds read high. AID 1049. TR-FRET ratio at 8 µM. 200,000 tested, 0.4% active; in the data active means TR-FRET ratio above about 2000; further: inactives centre near 1500; reference of the scale not given here
L major viab – Leishmania major promastigote growth inhibition; Leishmania major promastigotes, resazurin fluorescence viability; inhibition, % at 10 µM; 200,000 tested, 9% active; in the data active means inhibition above about 50%;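 further: promastigotes grown with compound for 44 hours at 28 °C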
Numbers without * were called inactive; . = not tested or not shown.

Order of values – ROMK primary, Redox H2O2 prof, TLR4 MyD88 comp, bIAP inhibitor, PPARg SRC2 recr, PPARg SRC-3 ag, PPARg SRC1 recr, S1P3 antag, bIAP act, TR-FRET SRC-2 ct, L major viab
(1) O=C(C1CCN(S(=O)(=O)N2CCC3(CC2)OCCO3)CC1)N1CCc2ccccc2C1
    -1.3, -0.1, -5, 3, 3, -7, 1, ., 1, 1454, -1
(2) Cc1nn(C)c(C)c1NC(=O)c1ccc(Br)o1
    ., -0.9, 7, -4, 7, 4, 10, -13, 1, 1668, 1
(3) O=C(Nc1ccc2c(c1)OCCO2)c1cncc(Br)c1
    ., -3.5, 0, 12, 1, 2, 6, 8, 0.9, 1581, -3
(4) CN(c1ccc(C(=O)Nc2ccccc2C(=O)N2CCCC2)cc1)S(C)(=O)=O
    ., 0.0, -5, -4, 6, 0, 4, -2, 1, 1651, -3
(5) CCN(CC)c1ccc(C(=O)OCC(=O)Nc2ccc3[nH]c(=O)[nH]c3c2)cc1
    -0.54, -0.6, -7, -25, -1, -2, 2, 14, 1.3, 1606, 10
(6) CCOC(=O)N1CCN(CC(O)COc2ccccc2C(C)C)CC1 (stereo not drawn)
    1.6, -0.3, -8, -3, -7, -6, -11, -39, 1, 1361, 70*
(7) CCCC12CN3CC(C)(CN(C1)C31C(=O)Nc3ccc(C)cc31)C2=O (stereo not drawn)
    ., 3.1, 0, -9, 4, -20, 2, 13, 1.1, 1552, -6
(8) O=[N+]([O-])c1cc(S(=O)(=O)N2CCCC2)ccc1N/N=C/c1ccccn1
    0.73, 0.1, 7, 3, 1, 1, -6, 1, 1, 1376, -7
(9) COc1ccccc1C(=O)NCC(=O)Nc1ccccc1
    ., 2.0, 3, 5, -2, 0, -7, 12, 0.9, 1454, -5
(10) COc1ccc(S(=O)(=O)N2CCOCC2)cc1NC(=O)Cc1c(Cl)cccc1Cl
    -0.97, 0.4, 1, 11, 2, 4, 2, -2, 0.9, 1479, -1
(11) Cc1cccc(C)c1NC(=O)COc1cccc(/C=N/NC(=O)C(=O)NCc2ccccc2)c1
    ., 1.9, 7, -9, 0, 4, 0, ., 1.1, 1552, -7
(12) CC1(C)Cc2c(C#N)c(SCCOc3ccccc3)nc(N3CCOCC3)c2CO1
    ., 1.3, -9, -5, -10, 2, 2, ., 1.1, 1608, 2
(13) Cc1nn(Cc2c(F)c(F)c(F)c(F)c2F)c(C)c1NC(=O)c1c(-c2ccccc2)nn(-c2ccccc2)c1C
    ., -11, -8, -9, 7, 9, 8, ., 1.1, 1535, 10
(14) COc1ccc(/C=N/NC(=S)Nc2ccccc2)cc1
    -0.51, 0.0, -6, -16, -2, 5, -6, -2, 1.2, 1482, 4
(15) c1ccc(-n2nnnc2SCCCSc2nc3ccccc3s2)cc1
    ., 0.7, -4, 36, 4, 7, 7, -2, 0.6, 1688, -7
(16) O=C1C(=O)N(Cc2ccccc2)C(=O)N1CCN1C(=O)c2ccccc2C1=O
    -1.4, 0.2, 11, -8, -6, -4, -5, -3, 1.1, 1542, -8
(17) CCCSc1nc2c(cnn2-c2ccc(C)c(C)c2)c(=O)[nH]1
    ., -0.7, -8, 10, 4, 4, 1, -37, 0.9, 1467, 2
(18) CCN(CC)c1ccc(N=Cc2c(C)[nH]c3ccccc23)cc1
    0.79, -0.2, -5, 6, 14, 14, 16, 7, 0.9, 1843, 26
(19) CCC(Sc1ccccn1)C(=O)Nc1nnc(C)s1 (stereo not drawn)
    -0.53, 0.9, -2, -8, 3, 1, 5, 1, 1.1, 1514, 1
(20) O=c1cc(Nc2ccc3c(c2)OCCO3)[nH]c(=O)n1C1CCCCC1
    ., 5.1, -5, 42, 8, -3, -6, 22, 0.6, 1603, 0
(21) Cc1nc2ccc(NC(=O)c3cc([N+](=O)[O-])cc([N+](=O)[O-])c3Cl)cc2s1
    ., 1.9, 3, 5, -1, 4, 0, -1, 0.9, 1550, -3
(22) Cc1ccc(C2(C)NC(=O)N(CC(=O)NCCC3=CCCCC3)C2=O)cc1 (stereo not drawn)
    -0.059, 0.3, -5, -4, 8, 1, 0, ., 1, 1608, 4
(23) CC(C)(C)c1ccc(C(=O)C2CCCN(C(=O)CN3CCCC3=O)C2)cc1 (stereo not drawn)
    -0.0041, -1.2, -13, -15, -3, -1, 10, -5, 1.2, 1602, -3
(24) CC(=O)Nc1cccc(-c2nnc(SCc3ccccc3C#N)n2C)c1
    ., 1.5, -6, -6, 7, 0, 0, -11, 1.1, 1509, -3
(25) CC(=O)NNc1ncnc2c1cnn2-c1ccccc1
    0.17, 0.4, -12, -44, -4, 4, 10, -1, 1.4, 1504, -5
(26) CCN(CC)C(=O)N1CCc2ccccc21
    1.3, -0.5, -2, -4, -9, 0, -1, -12, 1, 1470, 4
(27) COc1cccc(CN(C)Cc2nc(Cc3ccccc3Cl)no2)c1
    -0.23, -1.3, 5, 2, 1, 0, 5, 7, 1, 1720, 3
(28) COc1cccc(/C(O)=C/C(=O)C(=O)Nc2ccc(S(=O)(=O)NC(C)=O)cc2)c1
    0.38, -0.1, -3, -5, 4, 0, 3, -17, 1.1, 1340, -6
(29) CC1CCN(C(=O)c2cc3ccccc3c(=O)o2)CC1
    0.52, 0.0, 2, 1, -2, 1, -3, 8, 1, 1354, -2
(30) CCOc1ccc(-c2cc3cc(OC)c(OC)cc3c(C)n2)cc1
    0.35, -1.9, 4, 7, -9, -6, 1, -10, 0.9, 1510, 5

Some entries already given, limited to PPARg SRC1 recr:
entry | smiles | PPARg SRC1 recr
13 | Cc1nn(Cc2c(F)c(F)c(F)c(F)c2F)c(C)c1NC(=O)c1c(-c2ccccc2)nn(-c2ccccc2)c1C | 8
12 | CC1(C)Cc2c(C#N)c(SCCOc3ccccc3)nc(N3CCOCC3)c2CO1 | 2

Other results:
Order of values – ROMK primary, Redox H2O2 prof, TLR4 MyD88 comp, bIAP inhibitor, PPARg SRC2 recr, PPARg SRC-3 ag, PPARg SRC1 recr, S1P3 antag, bIAP act, TR-FRET SRC-2 ct, L major viab
(31) OC(COCC(F)(F)C(F)(F)C(F)(F)C(F)F)Cn1c2ccccc2c2ccccc21 (stereo not drawn)
    0.62, 0.3, -5, -34, 0, 3, -6, -6, 1.3, 1389, 86*
(32) CCN=C(N/N=C/c1ccc([N+](=O)[O-])cc1)SC
    ., -3.2, 6, 3, 10, 3, -12, ., 1, 1410, -1
(33) Cc1ncc(N=Nc2ccc(F)cc2)c(-c2ccc(Cl)cc2)n1
    ., 2.9, 16, 4, 1, 2, 1, ., 1, 1516, -2
(34) CSc1nc(N(C)NC(=O)c2cccc(C)c2)c2ccccc2n1
    ., 1.8, -7, 4, -5, 3, 4, ., 1, 1439, 8
(35) COCC(=O)Nc1cc(C(=O)Nc2ccccc2C)ccc1Cl
    ., -1.5, -3, 16, 2, 8, 0, ., 0.8, 1510, -3
(36) O=C(COc1ccc2ccccc2c1)NNC(=O)c1ccc([N+](=O)[O-])cc1
    ., -0.9, -1, -19, 1, 0, -10, -27, 1.2, 1640, -9
(37) O=C(O)C1C(c2ccccc2)C(C(=O)Oc2ccc(O)cc2)C1c1ccccc1 (stereo not drawn)
    ., -1.1, -13, 5, 4, -3, 1, -47, 0.9, 1406, 1
(38) COc1ccc(C(=O)Nc2sc(C)c(C)c2CN2CCOCC2)cc1
    -0.54, -0.2, -15, 11, -4, 0, 5, 1, 0.9, 1448, -4
(39) CCOCCCNc1nc2nc3ccc(C)cn3c(=O)c2cc1C(=O)NCC1CCCO1 (stereo not drawn)
    -0.14, -0.5, -8, -15, 1, -2, -5, -17, 1.1, 1394, 4
(40) CCCCOc1ccc(/C=C/C(=O)Nc2ccc(C(N)=O)cc2)cc1
    1.5, 0.8, 1, -5, -3, 3, 0, 0, 1, 1542, 91*

Reformatted: entries from further up
32. CCN=C(N/N=C/c1ccc([N+](=O)[O-])cc1)SC
33. Cc1ncc(N=Nc2ccc(F)cc2)c(-c2ccc(Cl)cc2)n1
34. CSc1nc(N(C)NC(=O)c2cccc(C)c2)c2ccccc2n1
35. COCC(=O)Nc1cc(C(=O)Nc2ccccc2C)ccc1Cl
36. O=C(COc1ccc2ccccc2c1)NNC(=O)c1ccc([N+](=O)[O-])cc1
37. O=C(O)C1C(c2ccccc2)C(C(=O)Oc2ccc(O)cc2)C1c1ccccc1 (stereo not drawn)
38. COc1ccc(C(=O)Nc2sc(C)c(C)c2CN2CCOCC2)cc1

assay / entry	32	33	34	35	36	37	38
ROMK primary	.	.	.	.	.	.	-0.54
Redox H2O2 prof	-3.2	2.9	1.8	-1.5	-0.9	-1.1	-0.2
TLR4 MyD88 comp	6	16	-7	-3	-1	-13	-15
bIAP inhibitor	3	4	4	16	-19	5	11
PPARg SRC2 recr	10	1	-5	2	1	4	-4
PPARg SRC-3 ag	3	2	3	8	0	-3	0
PPARg SRC1 recr	-12	1	4	0	-10	1	5
S1P3 antag	.	.	.	.	-27	-47	1
bIAP act	1	1	1	0.8	1.2	0.9	0.9
TR-FRET SRC-2 ct	1410	1516	1439	1510	1640	1406	1448
L major viab	-1	-2	8	-3	-9	1	-4
